Compound activity: PubChem BioAssay, several laboratories
MC4R antagonist: antagonists of human melanocortin 4 receptor (MC4R). MC4R-expressing cells, MTII-stimulated cAMP, LANCE TR-FRET. inhibition, % at 6.5 µM. 360,000 tested, 0.48% active;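 active means inhibition above its plate's cutoff, the mean of tested wells on that plate plus 3 SD, cut at about 29% in these data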;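 further: 0% = Melanotan II alone and 100% = Melanotan II plus saturating MCL0020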
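Assay system: U2OS-MC4R stable cell line; Also added: Melanotan II; Technique: Eu-cAMP/anti-cAMP TR-FRET, emission 671 nm; Times: 30-min compound, 1-h challenge, 1-h detection, room temperature.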
CaV13 ICDI inh: Disruptors of the CACNA1D IQ motif to Ca2+-dependent inactivation inhibitor domain association, primary screening, Förster resonance energy transfer in intact living …. HEK cells, CFP/YFP FRET ICDI-IQ, plate reader, 10 min; percent FRET-ratio fall versus neutral wells. inhibition, % at 12.3 µM. 340,000 tested, 0.098% active;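 active means mean replicate inhibition of at least 30% and at least 1% of replicates passing that level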;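 further: 0% = median of the neutral control wells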
MC4R ag barr: agonists of human melanocortin 4 receptor (MC4R) beta-arrestin; 360,000 tested, 0.98% active; activation, % at 8.9 µM; U2OS MC4R beta-arrestin complementation, luminescence; percent of melanotan II response, DMSO zero; P32245;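 active means activation above a per-plate cutoff, the mean activation of sample wells on that plate plus 3 SD, cut at about 8% in these data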
Cardio protect: myocardial damage modulation in H9c2 cells; H9c2 cardiomyocytes, H2O2 injury protection, ATPLite, 2 h; protection from H2O2 cell death, % at 20 µM; 360,000 tested, 0.63% active;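 active means compounds giving at least 50% protection of heart cells from peroxide-induced death in the single-dose screen, raw or plate-pattern-corrected value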;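 further: 0% = DMSO wells with peroxide and 100% = DMSO wells without peroxide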
HTR2A ag: activates the mouse 5-HT2A serotonin receptor | CHO-K1 mHTR2A beta-arrestin complementation, luminescence; percent of 30 µM serotonin response | activation, % at 7.6 µM | AID 624169 | 360,000 tested, 0.66% active;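 active means activation above a run cutoff, the mean activation of all tested compounds plus 3 SD, cut at about 14% in these data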;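 further: 0% = plate median of compound wells and 100% = 30 µM serotonin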
N-glyco inh: N-linked glycosylation inhibition; D54 ERlucT glycosylation luciferase reporter, 24 h; percent of 100 nM tunicamycin response; reporter increase, % at 12.5 µM; 360,000 tested, 0.23% active;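 active means mean luciferase reporter signal, scaled so untreated is 0 and the glycosylation-blocking control 100, at or above a set limit in every replicate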;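 further: luciferase carries N-glycosylation sites so blocking glycosylation raises the light; 0% = median of neutral control wells and 100% = median of 100 nM tunicamycin wells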
Vif inh: HIV Vif inhibition | HEK293T cells, Vif self-association by quenched fluorescence, imaging, 24 h | inhibition, % at 7.49 µM | 340,000 tested, 0.35% active | AID 602346; in the data active means inhibition above about 50%, passing the limit was not always enough; further: some results filed as inactive read as strong as hits
ABCB6 inh MLPCN: inhibitors of human ABC transporter ABCB6. 360,000 tested, 0.19% active. Q9NP58. K562-ABCB6 porphyrin accumulation, flow cytometry, 1 h; hits give low values. fluorescence ratio to DMSO, % at 10 µM;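 active means fluorescence ratio to DMSO below 75%, the collection mean minus 3 SD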;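 further: signal is porphyrin accumulated inside mitochondria; 100% equals median channel fluorescence of DMSO control wells; lower ratio means ABCB6 inhibition with less porphyrin fluorescence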
Target sequence (Q9NP58 whole entry, looked up): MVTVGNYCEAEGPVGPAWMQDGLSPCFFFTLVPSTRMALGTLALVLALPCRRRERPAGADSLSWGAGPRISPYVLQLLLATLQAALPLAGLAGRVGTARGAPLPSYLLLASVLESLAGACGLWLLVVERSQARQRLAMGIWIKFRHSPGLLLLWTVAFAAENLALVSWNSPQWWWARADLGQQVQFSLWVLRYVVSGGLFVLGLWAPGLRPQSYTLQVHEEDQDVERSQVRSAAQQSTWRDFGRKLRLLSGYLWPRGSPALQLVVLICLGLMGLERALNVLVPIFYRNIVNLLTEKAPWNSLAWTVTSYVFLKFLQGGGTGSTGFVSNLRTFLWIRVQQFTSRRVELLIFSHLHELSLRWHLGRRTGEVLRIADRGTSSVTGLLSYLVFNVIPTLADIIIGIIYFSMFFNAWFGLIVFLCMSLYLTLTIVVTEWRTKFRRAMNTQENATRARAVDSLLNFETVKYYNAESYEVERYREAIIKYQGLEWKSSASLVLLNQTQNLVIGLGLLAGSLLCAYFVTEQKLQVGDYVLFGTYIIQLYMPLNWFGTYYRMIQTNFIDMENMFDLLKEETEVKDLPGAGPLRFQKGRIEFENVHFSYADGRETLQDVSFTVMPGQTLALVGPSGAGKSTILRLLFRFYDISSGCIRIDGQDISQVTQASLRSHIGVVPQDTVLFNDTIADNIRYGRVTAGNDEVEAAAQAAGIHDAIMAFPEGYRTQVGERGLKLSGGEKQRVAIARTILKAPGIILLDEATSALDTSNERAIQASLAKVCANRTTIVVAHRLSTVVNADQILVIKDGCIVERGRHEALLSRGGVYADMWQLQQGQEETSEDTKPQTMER
aDG glyco act: alpha-DG glycosylation activation; Pro5-aDG cells, alpha-DG glycosylation AlphaScreen (IIH6); 0% Pro5, 100% B10-LARGE cell signal; activation, % at 10 µM; 360,000 tested, 0.22% active; AID 624168;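 active means activation of at least 8% versus controls, or a plate z-score of at least 8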;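 further: Pro5 are CHO cells carrying HIG-tagged alpha-DG that lacks glycosylation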
PDI turbidity: blocks human protein disulfide isomerase activity. PDI insulin aggregation turbidity, A650, 90 min. AID 588391. 350,000 tested, 0.052% active. inhibition, % at 10 µM;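 active means mean inhibition across replicates of 30% or more, whatever share of single replicates reach that level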;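 further: absorbance from insulin aggregation driven by PDI reduction with DTT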
* marks the source's active call; other numbers are inactive results; · = not tested or not shown.

SMILES	MC4R antagonist	CaV13 ICDI inh	MC4R ag barr	Cardio protect	HTR2A ag	N-glyco inh	Vif inh	ABCB6 inh MLPCN	aDG glyco act	PDI turbidity
CC1CCCCN1C(=O)CSc1nc2ccccc2[nH]1 (stereo not drawn)	-1	-7	-0.2	10	7	2	21	92	-0.2	-1
CN(C)S(=O)(=O)c1ccc(N2CCCC2)c(C(=O)N2CCN(S(=O)(=O)c3cccc(F)c3)CC2)c1	0	-6	-2.6	-3	4	0	12	96	-0.2	-2
Cc1c(CNC(=O)c2c([N+](=O)[O-])cnn2C)cnn1C	-1	-5	-0.1	0	5	1	14	89	-0.1	3
CCCS(=O)(=O)N1CCCC(c2nc(-c3ccc(OC)cc3)no2)C1 (stereo not drawn)	5	-7	1.0	-5	-1	-2	0	100	0.2	-4
Cc1ccc(OCC(=O)Nc2ccc(N3CCN(C(=O)c4ccc(C)cc4)CC3)cc2)cc1	11	-1	3.6	-8	2	-2	0	91	-0.2	2
Nc1nc2c(s1)CC(c1ccccc1)CC2 (stereo not drawn)	2	-1	-0.8	-24	2	-2	1	95	0.5	-2
CCOc1ccc(CCNC(=O)COC(=O)c2sccc2C)cc1OCC	27	-3	-1.6	3	-3	-1	1	102	-0.1	2
CC1CCN(C(=O)COc2ccc(S(=O)(=O)N3CCCC3)cc2)CC1	18	-5	-1.6	8	-4	0	13	94	0.1	8
Cn1c(=O)n(C)c2cc(/C=C3/SC(=O)N(CC(=O)N4CCOCC4)C3=O)ccc21	-11	-6	0.2	-4	17*	9	17	99	0.2	2
COc1cccc(NC(=O)CN2C(=O)CSc3nc(C)cc(C)c32)c1	14	-4	0.2	-1	2	3	-1	102	0.5	·
Cc1nn(C(C)C(=O)NCCN2CCCC2)c(=O)c2c1sc1ccccc12 (stereo not drawn)	14	-7	-3.5	-1	-8	0	-4	99	-0.1	3
COc1cc2c(cc1NC(=O)c1cc(-c3ccncc3)nc3ccc(C)cc13)oc1ccccc12	-6	-9	-0.2	-2	2	-2	·	102	-0.2	-6
CCC(C)(C)n1nnnc1C(c1ccc2ncccc2c1)N1CCCCCC1 (stereo not drawn)	14	-4	0.3	14	5	1	-3	91	0.2	-4
Cc1ccc(NC(=O)COC(=O)[C@@H]2CC(O)CN2S(=O)(=O)c2ccc3c(c2)OCCO3)cc1 (stereo partly drawn)	0	-4	0.0	-10	10	4	14	103	-0.5	-4
COC(=O)c1ccc2c(c1)NC(=O)c1ccccc1S2	7	-19	0.4	-2	-2	3	3	91	0.0	5
CC(=O)Nc1ccc(NC(=O)C(C)OC(=O)CSc2ccc(Br)cc2C)cc1 (stereo not drawn)	2	-5	-2.8	-6	-3	1	-2	97	0.3	0
O=[N+]([O-])c1cnc(N2CCCCC2)c([N+](=O)[O-])c1	2	-4	-2.5	-5	-2	-1	5	96	-0.3	-6
O=C(c1cccs1)N1CCN(c2ncc(C(F)(F)F)cc2Cl)CC1	-3	-3	-2.8	-6	0	-1	3	99	0.6	12
Cc1ccc(C(C(=O)NC2CCCC2)N(C(=O)Cc2cccs2)c2ccc(C)c(C)c2)o1 (stereo not drawn)	-6	-5	-0.2	-3	-6	-6	5	112	0.1	2
COCCOC(=O)C1=C(C)NC2=C(C(=O)CCC2)C1c1ccc(N(C)C)cc1 (stereo not drawn)	10	-5	-2.2	6	-2	0	8	97	-0.4	0

14 neighbouring entries out of the list so far, for reference:
SMILES	MC4R antagonist	CaV13 ICDI inh	MC4R ag barr	Cardio protect	HTR2A ag	N-glyco inh	Vif inh	ABCB6 inh MLPCN	aDG glyco act	PDI turbidity
CC1CCCCN1C(=O)CSc1nc2ccccc2[nH]1 (stereo not drawn)	-1	-7	-0.2	10	7	2	21	92	-0.2	-1
CN(C)S(=O)(=O)c1ccc(N2CCCC2)c(C(=O)N2CCN(S(=O)(=O)c3cccc(F)c3)CC2)c1	0	-6	-2.6	-3	4	0	12	96	-0.2	-2
Cc1c(CNC(=O)c2c([N+](=O)[O-])cnn2C)cnn1C	-1	-5	-0.1	0	5	1	14	89	-0.1	3
CCCS(=O)(=O)N1CCCC(c2nc(-c3ccc(OC)cc3)no2)C1 (stereo not drawn)	5	-7	1.0	-5	-1	-2	0	100	0.2	-4
Cc1ccc(OCC(=O)Nc2ccc(N3CCN(C(=O)c4ccc(C)cc4)CC3)cc2)cc1	11	-1	3.6	-8	2	-2	0	91	-0.2	2
Nc1nc2c(s1)CC(c1ccccc1)CC2 (stereo not drawn)	2	-1	-0.8	-24	2	-2	1	95	0.5	-2
CCOc1ccc(CCNC(=O)COC(=O)c2sccc2C)cc1OCC	27	-3	-1.6	3	-3	-1	1	102	-0.1	2
CC1CCN(C(=O)COc2ccc(S(=O)(=O)N3CCCC3)cc2)CC1	18	-5	-1.6	8	-4	0	13	94	0.1	8
Cn1c(=O)n(C)c2cc(/C=C3/SC(=O)N(CC(=O)N4CCOCC4)C3=O)ccc21	-11	-6	0.2	-4	17*	9	17	99	0.2	2
COc1cccc(NC(=O)CN2C(=O)CSc3nc(C)cc(C)c32)c1	14	-4	0.2	-1	2	3	-1	102	0.5	·
Cc1nn(C(C)C(=O)NCCN2CCCC2)c(=O)c2c1sc1ccccc12 (stereo not drawn)	14	-7	-3.5	-1	-8	0	-4	99	-0.1	3
COc1cc2c(cc1NC(=O)c1cc(-c3ccncc3)nc3ccc(C)cc13)oc1ccccc12	-6	-9	-0.2	-2	2	-2	·	102	-0.2	-6
CCC(C)(C)n1nnnc1C(c1ccc2ncccc2c1)N1CCCCCC1 (stereo not drawn)	14	-4	0.3	14	5	1	-3	91	0.2	-4
Cc1ccc(NC(=O)COC(=O)[C@@H]2CC(O)CN2S(=O)(=O)c2ccc3c(c2)OCCO3)cc1 (stereo partly drawn)	0	-4	0.0	-10	10	4	14	103	-0.5	-4

(next part)
SMILES	MC4R antagonist	CaV13 ICDI inh	MC4R ag barr	Cardio protect	HTR2A ag	N-glyco inh	Vif inh	ABCB6 inh MLPCN	aDG glyco act	PDI turbidity
CC(C)(CO)NCC#Cc1ccccc1	2	2	-1.7	-10	7	0	0	105	0.1	-1
CC(=O)c1ccc(N2CCN(S(=O)(=O)c3ccccc3)CC2)c(F)c1	4	-11	0.2	-16	2	-3	0	99	1.1	1
O=C(/C=C/c1ccc(Br)o1)NCCCN1CCOCC1	-4	-5	0.6	-3	5	1	2	107	-0.3	8
Cc1cccc(NC(=O)c2ncn3c2C(=O)N[C@H](C)C3)c1	·	-9	·	-2	2	4	-2	99	0.1	·
Cc1nc2ccc(C(=O)Nc3ccc4c(c3)OCC(=O)N4)cn2c1N(C)C(=O)CCc1ccccc1	-1	-6	-1.6	32	-1	0	13	98	-0.2	-2
COC(=O)c1ccccc1NC(=O)[C@@H]1CCC(=O)N1C1OC(=O)c2c1ccc(OC)c2OC (stereo partly drawn)	6	·	-0.7	0	1	1	16	98	-0.4	·
COc1ccccc1N(CC(=O)Nc1c(C)n(C)n(-c2ccccc2)c1=O)S(=O)(=O)c1ccccc1	-2	-15	1.4	0	5	1	-17	100	-0.1	14
Cc1cc(C)nc(/N=C(\N)Nc2ccc(C(C)C)cc2)n1	-3	-5	-2.3	-15	-3	6	10	89	0.6	-3
COc1ccc(-c2nn(CCC#N)cc2C(=O)Nc2cccc(C(=O)O)c2)cc1OC	3	-2	-1.1	12	-1	2	1	98	-0.2	13
CC(C)(C)c1ccc(S(=O)(=O)NC(=O)C2(C)CCN2C(=O)CC2CCCCC2)cc1 (stereo not drawn)	-1	-7	0.2	6	-3	3	·	98	-0.4	0
COc1ccc(CNC(=O)CCCn2nc(C)c3c(C)n(-c4ccc(C)cc4)nc3c2=O)cc1	17	-2	-0.2	-5	4	0	1	100	0.2	-1
C=CCn1c(SCC(=O)Nc2cccnc2Cl)nnc1-c1ccc(C(C)(C)C)cc1	3	-3	-2.0	-8	1	-1	3	93	0.0	10
CC(/C=N/NC(=O)c1cccc(F)c1)=C\c1ccccc1	-18	-11	-3.6	-12	-8	4	-4	97	-0.2	4
CCCc1cc(C(=O)NC(C)C2CCCO2)cs1 (stereo not drawn)	5	-6	-1.3	-4	1	1	15	93	0.4	2
CCN(Cc1ccccc1)C(=O)c1oc2ccc(C)cc2c1C	6	-20	0.6	-9	-4	0	-4	99	0.2	-3
CC(=O)c1ccc2c(c1)N(Cc1ccccc1Cl)C(=O)C(C)S2 (stereo not drawn)	-1	-17	0.1	0	-2	-1	-4	94	0.1	3
C=CCn1c(C)cc(C(=O)CSc2nc3ccccc3c(=O)[nH]2)c1C	19	-5	-1.7	-6	13	-6	·	91	0.6	3
CSc1ccccc1OCc1cc(C(=O)NCCn2nc(C)cc2C)no1	-6	-5	-1.7	14	-1	-1	-1	101	-0.4	-4
COc1ccccc1CNc1nc(NCc2ccccc2SC)c2sccc2n1	-2	-11	-0.8	-26	-5	-6	-5	93	1.3	-24
COc1cc(NC(=O)Cc2c(C(=O)O)n(C)c3ccccc23)cc(OC)c1OC	12	0	-0.6	-3	0	1	0	96	0.6	-2
Cc1ccc(Oc2ncccc2C(=O)NC2CCSC2=O)cc1 (stereo not drawn)	1	-4	1.9	-2	1	0	5	102	-0.2	12
CCCN1C(=O)C(Cc2nc3ccccc3c(=O)n2-c2ccccc2)c2cc(C)ccc21 (stereo not drawn)	-3	-5	1.6	4	-3	5	4	98	0.1	2
Cc1ccc(NC(=O)Cn2cccc2)cc1Cl	5	-6	-1.3	-1	1	-2	-15	96	-0.1	3
O=C(Nc1ccccn1)C1CCN(S(=O)(=O)c2ccccc2)CC1	0	-3	-0.7	-10	-5	-3	-3	92	0.1	-13
O=C(C1CCC1)N1CCN(c2ccc(Cl)cc2)CC1	-1	-5	-1.5	4	6	0	-1	98	0.1	-9
COc1ccc(NS(=O)(=O)c2cccc(NC(=O)COc3ccccc3[N+](=O)[O-])c2)cc1	9	-6	1.2	-6	1	-3	-16	103	0.3	5
O=C(Nc1ccc(-c2nc3ccccc3o2)cc1)c1cccnc1	12	-4	-0.3	18	1	-3	·	99	-0.1	-1
CCN(CC(=O)Nc1c(F)cccc1F)C(=O)CCCc1cccs1	-6	-2	0.5	0	-4	2	-4	97	0.0	-4
O=C(c1ccc2c(=O)n(Cc3ccc(Cl)cc3)c(=S)[nH]c2c1)N1CCCC1	6	-4	7.2	-8	7	-1	0	99	0.0	7
CSC(C1CCCC1)n1nnc2ccccc21 (stereo not drawn)	2	-11	-1.5	-1	1	-1	-5	98	0.3	-5
O=C(NCCSc1ncc(-c2ccccc2)[nH]1)c1ccco1	4	-5	-1.8	-1	-5	-1	-3	74*	-0.1	9
